Screening data (PubChem BioAssay)
ELG1 DNA repair – qHTS screen for small molecules that inhibit ELG1-dependent DNA repair in human embryonic kidney (HEK293T) cells expressing luciferase-tagged ELG1; HEK293T ELG1-luciferase reporter, luminescence, 16 h; DNA damage induced by 5-fluorouridine; Potency, µM (titrated, usually from 46.1 µM), inactives show at the highest dose activity change, negative = inhibition, usual class: inhibitors; 330,000 tested, 2.3% active; note: potency is the fitted concentration of half-maximal effect; % is set by controls: 0 for no effect and ±100 for the full control effect; nearly all actives have a fitted effect of over 55% in size
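Overnight (16 hr) co-exposure of 2,000 cells/well to 5-fluorouridine and compound at 37 °C preceded detection. Luciferase was quantified via ONE-Glo luminescence; loss of signal denotes inhibition.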
p53 reactivator – qHTS assay for re-activators of p53 using a Luc reporter; 320,000 tested, 0.063% active; Potency, µM (doses to about 92.2 µM), for inactives: at the top dose activity change, positive = activation, actives largely listed as activators; H1299 p53-A138V BP100-luciferase reporter, luminescence, 24 h; note: potency is the fitted concentration of half-maximal effect; % of control where 0% means no effect; nearly all actives have a fitted effect of over 45% in size
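H1299 (p53-null), stable ts p53-A138V + BP100-Luc; 1000 cells/well, Opti-MEM/10% FBS; cpd 4 pt, 1:5; 24 h, 37 deg C, 5% CO2; detection reagent 10 min RT; luminescence.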
ELG1 genotoxic – qHTS screen for small molecules that induce genotoxicity in human embryonic kidney (HEK293T) cells expressing luciferase-tagged ELG1 | AID 504466, 2011 | Potency, µM (highest dose often 46 µM), for the others: top-dose activity change, positive = activation, usual class: activators | 330,000 tested, 1.3% active | HEK293T ELG1-luciferase reporter, luminescence, 16 h; note: potency is the fitted concentration of half-maximal effect; % of control where 0% means no effect; nearly all actives have a fitted effect of over 60% in size
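Genotoxic stress is detected as increased luminescence from luciferase-tagged ELG1 in HEK293T cells, measured with ONE-Glo after a 16 hr treatment at 37 °C.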
Tb PFK block – qHTS Assay to Find Inhibitors of T. brucei phosphofructokinase | T. brucei PFK, ADP-Glo luminescence | ATP-dependent 6-phosphofructokinase (Trypanosoma brucei brucei), O15648 | 330,000 tested, 0.17% active | AID 485367, 2010 | Potency, µM (titrated, usually from 57.5 µM), for inactives: at the top dose activity, negative = inhibition, most hits filed as inhibitors;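 note: potency is the fitted concentration of half-maximal effect; 0% = uninhibited 1x PFK enzyme wells and -100% = no-enzyme wells; nearly all actives have a fitted effect of over 60% in size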
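PFK 1.25 nM, F6P 0.5 mM, ATP 0.1 mM, 0.1 M TEA pH 8.0, 5 mM MgCl2, 0.01% Tween20, 0.1% BSA; 45 min RT. ADP-Glo readout. qHTS titration up to 57 uM; curves fitted, compounds curve-classed.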
TRPV1 ag – HTS Assay for Compounds that Act as Agonists of the Vanilloid Receptor 1. Transient receptor potential cation channel subfamily V member 1 (Homo sapiens), Q8NER1. TRPV1-expressing cells, Fluo-8 calcium influx, agonist mode. activation, % at 8.33 µM. 320,000 tested, 0.19% active; in the data active = activation above about 80%; inconclusive = between about 30% and that limit; note: 0% is about no effect
Target sequence (Q8NER1 whole entry, looked up): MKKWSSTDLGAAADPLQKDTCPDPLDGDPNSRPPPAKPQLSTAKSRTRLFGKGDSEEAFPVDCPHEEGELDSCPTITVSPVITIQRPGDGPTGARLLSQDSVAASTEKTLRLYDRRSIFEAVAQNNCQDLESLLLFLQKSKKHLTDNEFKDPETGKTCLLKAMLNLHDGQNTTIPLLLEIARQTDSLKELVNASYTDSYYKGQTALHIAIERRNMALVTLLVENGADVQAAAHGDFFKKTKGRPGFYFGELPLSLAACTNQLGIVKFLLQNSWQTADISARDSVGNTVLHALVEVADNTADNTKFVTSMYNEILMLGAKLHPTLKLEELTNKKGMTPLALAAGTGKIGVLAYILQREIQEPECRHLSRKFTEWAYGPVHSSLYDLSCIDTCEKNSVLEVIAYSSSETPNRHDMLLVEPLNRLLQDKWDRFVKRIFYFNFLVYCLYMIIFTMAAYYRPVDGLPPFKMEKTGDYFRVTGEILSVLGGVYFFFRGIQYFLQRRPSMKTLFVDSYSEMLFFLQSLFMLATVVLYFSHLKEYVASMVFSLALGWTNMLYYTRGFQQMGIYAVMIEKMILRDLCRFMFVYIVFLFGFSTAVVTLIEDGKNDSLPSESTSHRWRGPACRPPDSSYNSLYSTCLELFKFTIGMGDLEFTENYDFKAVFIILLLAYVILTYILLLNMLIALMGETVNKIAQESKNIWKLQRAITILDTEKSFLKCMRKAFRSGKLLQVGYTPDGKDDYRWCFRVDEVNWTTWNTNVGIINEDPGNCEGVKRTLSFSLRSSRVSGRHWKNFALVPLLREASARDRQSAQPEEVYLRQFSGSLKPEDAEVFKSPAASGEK
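TRPV1-expressing cells were cultured overnight at 35.5C and loaded with Fluo-8 calcium dye for 40 to 90 min at room temperature. After a 10 s baseline, compound was added and calcium influx was read kinetically for 3 min (ex 480/em 520 nm).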
Rab9 promoter act – qHTS Assay for Rab9 Promoter Activators; Huh7 Rab9 promoter-luciferase reporter, luminescence, 24 h; Potency, µM (top dose mostly 9.22 µM), for inactives: at the top dose activation, negative = inhibition, hits mostly activators; 320,000 tested, 2.8% active; AID 485297, 2010; note: potency is the fitted concentration of half-maximal effect; % of control where 0% means no effect; nearly all actives have a fitted effect of over 60% in size
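Quantitative HTS format; Huh7 Rab9-luciferase reporter cells (1500/well) receive compound 2 h post-plating, incubate 24 h at 37 °C, then get luciferase reagent for 10 min before luminescence reading.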
NPC1 prom act – qHTS Assay for NPC1 Promoter Activators; Huh7 NPC1 promoter luciferase reporter, 24 h; Potency, µM (top dose mostly 9.22 µM), without a hit: at the highest dose activation, actives largely listed as activators; 320,000 tested, 2.4% active; AID 485313, 2010;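 note: potency is the fitted concentration of half-maximal effect; % of control where 0% means no effect; nearly all actives have a fitted effect of over 60% in size; reporter is driven by a mutant NPC1 promoter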
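Quantitative HTS used a cell-based reporter: Huh7 cells stably bearing the NPC1 promoter upstream of luciferase were treated with compounds for 24 h, and promoter activation was read as luminescence.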
VP16 counter – VP16 counterscreen qHTS for inhibitors of ROR gamma transcriptional activity; Drosophila S2 Gal4-VP16 UAS-luciferase, luminescence, 20 h; Potency, µM (top dose mostly 53.6 µM), for inactives: at the top dose activity, negative = inhibition, most hits filed as inhibitors; 310,000 tested, 3.5% active;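 note: Gal4-VP16 expression switched on by copper sulfate through the metallothionein promoter; potency is the fitted concentration of half-maximal effect; % is set by controls: 0 for no effect and ±100 for the full control effect; nearly all actives have a fitted effect of over 50% in size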
FLuc counter – qHTS profiling assay for firefly luciferase inhibitor/activator using purifed enzyme and Km concentrations of substrates (counterscreen for miR-21 project) | Luciferin 4-monooxygenase (Photinus pyralis), P08659 | purified FLuc, Km substrates, luminescence inhibition | Potency, µM (top dose mostly 57.5 µM), for inactives: top-dose activity change, negative = inhibition, usual class: inhibitors | 360,000 tested, 6.9% active | AID 588342, 2011;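 note: potency is the fitted concentration of half-maximal effect; plate controls were vehicle for no effect and reference inhibitor for full effect; nearly all actives have a fitted effect of over 55% in size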
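Biochemical qHTS of compounds, final roughly 60 µM downward over six points, against 10 nM purified firefly luciferase using Km concentrations of substrates (10 uM D-luciferin, 10 uM ATP) in Tris acetate pH 7.5 buffer; luminescence output.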
BRCA1 expr up – qHTS Assay to Identify Small Molecule Activators of BRCA1 Expression. MCF7-BRCA1-FFLuc reporter, luminescence, 48 h; response scale: scaled: vehicle 0%, 10 µM genistein 100%. Potency, µM (highest dose often 46.1 µM), inactives show at the top dose activation, actives largely listed as activators. 380,000 tested, 1.1% active. AID 624202, 2012; note: potency is the fitted concentration of half-maximal effect; nearly all actives have a fitted effect of over 80% in size; some results filed as inactive show a strong effect at the top dose
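MCF7-BRCA1-FFLuc, 2000 cells/well; 2 h attach, 37 °C/5% CO2; compound 48 h; luciferase substrate 15 min; luminescence end-point. Norm. to genistein 10 microM max activation and DMSO; concentration-response curves fitted.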
RORgamma inh – qHTS for inhibitors of ROR gamma transcriptional activity; Drosophila S2 Gal4-RORgamma UAS-luciferase reporter, 20 h; 310,000 tested, 5.4% active; Potency, µM (highest dose often 53.6 µM), for inactives: at the highest dose activity change, negative = inhibition, actives largely listed as inhibitors; Nuclear receptor ROR-gamma (Mus musculus), P51450; note: potency is the fitted concentration of half-maximal effect; % is set by controls: 0 for no effect and ±100 for the full control effect; nearly all actives have a fitted effect of over 60% in size
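In this cell-based reporter format, copper sulfate (700 uM final) drives Gal4–ROR gamma fusion expression from a metallothionein promoter in Drosophila Schneider cells; compounds preincubated 1 hr, reporter read after 20 hr at ambient temperature.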
The depositor's hits bear a star; u = inconclusive; x = no result given; & = joins results of further samples; [ ] = remark or other dose. Unless noted, calls come from the whole dose curve; as a rule, active = well fitted curve in the direction sought with a large enough effect; inconclusive = small, poorly fitted or top-dose-only effect, or another doubt; inactive = no such curve, though single readings can be large; an effect the other way counts as inactive or inconclusive.

SMILES | ELG1 DNA repair | p53 reactivator | ELG1 genotoxic | Tb PFK block | TRPV1 ag | Rab9 promoter act | NPC1 prom act | VP16 counter | FLuc counter | BRCA1 expr up | RORgamma inh
CCOc1ccc(C(=O)NNC(=O)CN2C(=O)NC3(CCCC3)C2=O)cc1 | u | 10% | 1% | -6% | -1 | -7% | -1% | x | u | -8% | x
Cc1c(CN2CCN(CC(C)C)C(CCO)C2)[nH]c2ccc(Cl)cc12 (configuration not stated) | -22% | -17% | 1% | -4% | -2 | 2% | -3% | 9% | -2% | -14% | 6%
Cc1c(N(C)S(=O)(=O)c2cccc(C(=O)NC(C)C)c2)c(=O)n(-c2ccccc2)n1C | 5% | -3% | -13% | 9% | -3 | 3% | 1% | -20% | 3% | -5% | 40%
O=C(COC(=O)CCNS(=O)(=O)c1ccc(Cl)cc1)Nc1ccccc1OC(F)F | 13% | -5% | 2% | -2% | 2 | 1% | 0% | x | 4% | 1% | x
COc1ccc(C(=O)Nc2cccc(/C(C)=N\NC(=O)c3ccoc3C)c2)cc1OC | u | x | -11% | -19% | -3 | 16% | 12% | x | 17µM* | 31% | x
CC(C)(CNc1ccc([N+](=O)[O-])cc1Cl)CNS(C)(=O)=O | 2% | -4% | -1% | -1% | -1 | -9% | 0% | -25% | -3% | 1% | u
CN1C(=O)C(C)(C)c2cc(S(=O)(=O)N3CCC(C(=O)NCc4ccccc4Cl)CC3)ccc21 | 5% | x | 3% | 0% | 1 | -4% | -6% | -26% | 0% | 0% | 10%
Cc1ccc(S(=O)(=O)N2CCCCC2)cc1NC(=O)c1cnccn1 | 19% | -6% | -2% | 4% | -1 | -9% | -2% | x | 3% | -11% | x
CC(Oc1ccc(Br)cc1)C(=O)NCC(C)(C)N1CCOCC1 (configuration not stated) | -3% | -4% | 2% | 1% | -4 | -3% | -1% | x | 9% | -20% | x
CCN(CC)C(=O)c1sc(NC(=O)C(Sc2ccccc2)c2ccccc2)c(C(=O)OC(C)C)c1C (configuration not stated) | u | 0% | -8% | 5% | 12 | -9% | -2% | -3% | 7% | -52% | -11%
Cc1[nH]c2ccccc2c1-c1csc(N)n1 | -13% | -12% | 2% | 0% | 1 | 1% | -5% | -1% | 0% | -35% | 2%
COc1ccc(-c2noc(CCC(=O)NCC3CCN(Cc4cccc(C)c4)CC3)n2)cc1 | u | 1% | 1% | 0% | 0 | -20% | 1% | -27% | -2% | -14% | 9%
CCOC(=O)COc1ccc2c3c(c(=O)oc2c1C)CCC3 | 25% | 7% | u | -3% | 4 | 1% | 1% | 0% | -21% | -6% | 16%
c1csc(-c2nnsc2-c2nc3ccccc3[nH]2)c1 | -10% | 5% | 1% | 2% | 3 | -1% | 3% | 5% | -2% | -35% | 32%
Cc1ccc(C(=O)NC(C)c2ccccc2)o1 (configuration not stated) | 5% | -6% | 1% | 4% | 2 | 0% | -1% | -7% | -3% | 3% | -20%
CCCOc1ccc(CC(=O)NNC(=S)Nc2ccccc2)cc1Br | 4% | 12% | 3% | -4% | 3 | 0% | 1% | u | -13% | 23% | u
Cc1cc(C)c2c(-n3cccc3)n[nH]c2n1 | 29% | 8% | 1% | -4% | -2 | -4% | 1% | -5% | 0% | -9% | 23%
C=CCN(CC=C)C(=O)Cn1cnc([N+](=O)[O-])n1 | 8% | 6% | 2% | -1% | -1 | -6% | -4% | 3% | 6% | 4% | -2%
O=C(c1ccc2c(Cl)c3c(nc2c1)CCCC3)N1CCN(c2ccc(F)cc2)CC1 | u | -2% | 1% | -4% | 2 | -6% | 3% | -1% | 5% | -21% | 0%
COc1ccc(C(=O)Nc2nnc(CCS(=O)(=O)c3ccc(C)cc3)s2)cc1 | -6% | 5% | 10% | 1% | 0 | 3% | -3% | -8% | 6% | 26% | 40%
CC1CCN(c2nc(-c3ccccc3)c(C#N)c(=O)[nH]2)CC1 | u | 0% | -1% | 5% | 0 | -4% | -3% | 6% | 0% | -14% | -24%
CC1CC(C)CN(S(=O)(=O)c2ccc(C(=O)NCCCn3ccnc3)cc2)C1 (configuration not stated) | u | -1% | 1% | 6% | 1 | 0% | 9% | -10% | -1% | -8% | -45%
Cc1cc(=O)oc2cc(Oc3ncccn3)ccc12 | 26% | 1% | 12% | -1% | 1 | 0% | -1% | 4% | 5% | u | -2%
O=C(Nc1cccc(C(F)(F)F)c1)c1cc(Br)cc2c1OCC2 | 3% | 1% | -1% | 3% | 1 | 15% | 24% | -1% | 3% | -36% | 0%
Cc1cc(C(=O)Nc2sc3c(c2C#N)CCCC3)no1 | u | u | u | -8% | 4 | 1.6µM* | 3.2µM* | u | 2.4µM* | -2% | u
Next section.
SMILES | ELG1 DNA repair | p53 reactivator | ELG1 genotoxic | Tb PFK block | TRPV1 ag | Rab9 promoter act | NPC1 prom act | VP16 counter | FLuc counter | BRCA1 expr up | RORgamma inh
CC(=O)NS(=O)(=O)c1ccc(NC(=S)NC(=O)c2ccco2)cc1 | 4% | 2% | 3% | -2% | -4 | 0% | 0% | -4% | -4% | -10% | 0%
Cc1ccc(C)c(NC(=O)CSc2nnc(CNC(=O)c3cccs3)o2)c1 | -3% | -3% | 8% | -5% | 1 | 3% | -4% | -4% | 3% | -25% | -1%
Nc1cccc(-c2cn3cc(C(F)(F)F)cc(Cl)c3n2)c1 | u | u | u | -4% | 2 | 1.6µM* | 1µM* | -27% | 1.9µM* | 1% | -30%
CC(=O)c1ccc(NC(=O)C2=CC(c3cccs3)=NS(=O)(=O)N2C)cc1 | 6% | 5% | -1% | 0% | 2 | 2% | -5% | -15% | -2%&1% | -18% | u
CC1CCCC(NC(=O)COC(=O)CCc2ccccc2)C1C (configuration not stated) | 27% | -3% | 2% | 0% | 10 | 1% | -4% | 9% | -7% | -6% | -26%
O=C(CNC(=O)N1CC(=O)Nc2ccccc21)Nc1cc(Cl)ccc1Cl | 7% | 0% | 0%[9.26 µM] | -13% | 0 | 6% | 1% | -26% | 0% | -25% | -12%
Cn1c(=O)[nH]c(=O)c2c1nc(CN1CCOCC1)n2CCCc1ccccc1 | -1% | -5% | 3% | 0% | 2 | -2% | -3% | 2% | 0% | 3% | u
Cc1cc(NC(=O)c2cccs2)ncc1NC(=O)c1cccc(F)c1 | u | 8% | u | 2% | 2 | 3.2µM* | 27% | u | 19µM* | 91% | 10%
CS(=O)(=O)Nc1cccc(C2=NN(S(=O)(=O)c3ccccc3)C(c3cccs3)C2)c1 (configuration not stated) | u | 3% | -2% | -4% | 3 | -1% | 3% | 1% | 2% | -8% | 44%
O=C1CCCCN1CCC(=O)N1CCCC(Nc2ccc(F)c(F)c2)C1 (configuration not stated) | 16% | 0% | 0% | 1% | 3 | -3% | -1% | 2% | 0% | -17% | -5%
CC1=NN(c2ccc(C)c(C)c2)C(=O)/C1=C\C=C\c1ccc([N+](=O)[O-])o1 | u | 10% | -4% | 8% | 1 | -47%[inhibitor] | -45%[inhibitor] | u | -11% | -64% | 10µM*
CCN1C(=O)/C(=C\c2ccco2)C(C(=O)OC)=C1C | 0% | 12% | 0% | -8% | 1 | 5% | -1% | -5% | 4% | -28% | 6%
Cc1onc(-c2ccccc2)c1CNS(=O)(=O)c1ccccc1 | -10% | -5% | 1% | 4% | 3 | 1% | 0% | 0% | 0% | 0% | 18%
NC(CO)C(O)c1ccc([N+](=O)[O-])cc1 (configuration not stated) | 3% | -4% | -10% | -10% | -3 | -2% | -3% | -6% | 2% | 2% | -5%
O=C(Nc1cccc2ccccc12)OCc1cncs1 | u | 0% | 4% | -2% | 16 | 22% | 16% | -5% | u | 22% | 37%
Cc1ccc(C(=O)CN2C(=O)NC3(CCCCCC3)C2=O)c(C)c1 | u | 17% | 16µM* | -3% | 0 | u | 4µM* | x | u | 6.3µM* | x
CCn1c(-c2cccnc2Cl)nc2cc(Cl)c(Cl)cc21 | u | 3% | -1% | -9% | x | 10% | -10% | -30% | u | -15% | -31%
